Screening results: PubChem, Sanford-Burnham Center for Chemical Genomics
beta cell repl: inducers of beta-cell replication in MIN6 cells; 330,000 compounds, 0.29% hits; proliferation, % at 10 µM; AID 2380; MIN6 cells proliferation, ATPlite luminescence, 48 h; cells starved in 0.2% serum; 100% = growth in 10% serum;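 active means compounds whose signal lies at least 3.5 SD above the mean of all wells on their plate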;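 further: 0% = DMSO-treated cells in low-serum medium and 100% = 10% serum control; some compounds called inactive have numbers as strong as hits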
APJ agonist: agonists of human APJ apelin receptor. activation, % at 20 µM. 330,000 compounds, 0.11% hits. CHO-K1 APJ PathHunter beta-arrestin, luminescence; 0% DMSO wells, 100% apelin. AID 2520. P35414;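 active means activation more than six SD over the plate average, tested at 20 µM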;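 further: 0% = DMSO alone and 100% = apelin-13 at 10 nM; some results filed as inactive read as strong as hits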
Target sequence (P35414 whole entry, looked up): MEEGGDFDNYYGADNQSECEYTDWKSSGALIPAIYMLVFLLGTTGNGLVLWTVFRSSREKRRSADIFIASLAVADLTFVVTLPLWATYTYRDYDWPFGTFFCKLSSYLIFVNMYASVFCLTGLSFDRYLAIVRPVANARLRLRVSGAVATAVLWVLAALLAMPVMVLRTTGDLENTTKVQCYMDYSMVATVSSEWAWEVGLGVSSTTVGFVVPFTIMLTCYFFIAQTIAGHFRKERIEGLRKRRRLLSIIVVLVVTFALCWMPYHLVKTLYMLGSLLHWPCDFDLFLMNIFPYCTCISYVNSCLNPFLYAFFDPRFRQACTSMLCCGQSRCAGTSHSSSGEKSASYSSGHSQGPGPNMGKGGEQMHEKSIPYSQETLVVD
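Assay system – PathHunter CHO-K1 APJ (AGTRL-1) beta-arrestin reporter cells · Compound – one dose, 20 µM compound, 1% DMSO · Timing – compound 90 min 25 °C, reagent 1 h · Measured by – luminescence from split beta-galactosidase complementation, Galacton Star/Emerald II substrate · Measure – beta-arrestin recruitment to APJ as agonist activity, luminescent signal · Benchmarks – DMSO vs Apelin-13 10 nM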
NR3A LBD binder: NR3A (human) ligand-binding domain modulation. NR3A LBD differential scanning fluorimetry, Tm shift; 0% = protein alone, 100% = glycine-bound protein. Tm shift relative to glycine control, % at 25 µM. 340,000 compounds, 2.5% hits;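 active means melting temperature shift of at least 10% of the positive control shift, at one fixed dose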
NLRP3 yeast inh: inhibitors of NALP3 inflammasome in yeast. Yeast reconstituted NLRP3/ASC/caspase-1, beta-gal luminescence, 24 h. inhibition, % at 10 µM. 330,000 compounds, 0.39% hits;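 active means inhibition of 50% or more; inactive means inhibition below 50%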;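 further: plate controls were induced DMSO wells for no effect and uninduced yeast grown without galactose for full effect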
TIM10 inh: TIM10 yeast growth inhibition; S. cerevisiae TIM10 strain growth, BacTiter-Glo luminescence, 24 h; inhibition, % at 10 µM; 330,000 compounds, 1.4% hits; AID 463195;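 active means inhibition of 40% or more at the single tested concentration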;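 further: wild-type TIM10 isogenic control strain grown at permissive 25 °C; 0% = DMSO yeast wells and 100% = minimal medium wells without yeast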
tim10-1 inh: tim10-1 yeast growth inhibition. S. cerevisiae tim10-1 ts strain growth, BacTiter-Glo, 24 h. inhibition, % at 20 µM. 330,000 compounds, 2.2% hits;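 active means inhibition of at least 40%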;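 further: mutant grown at 25 °C; 0% = DMSO wells with yeast and 100% = wells holding no yeast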
tim23-1 inh: tim23-1 yeast growth inhibition; S. cerevisiae tim23-1 growth, BacTiter-Glo luminescence, 24 h; 330,000 compounds, 1.3% hits; AID 463212; inhibition, % at 20 µM;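 active means growth inhibition of the mutant yeast at or above 50%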;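 further: temperature-sensitive mutant grown at 25 °C; plate controls were DMSO-treated mutant yeast for no effect and medium wells lacking yeast for full effect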
APJ antag: APJ receptor antagonism; P35414; CHO-K1 APJ beta-arrestin complementation, luminescence; inhibition, % at 20 µM; 330,000 compounds, 0.32% hits;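 active means inhibition above about 40% at 20 µM, limit read from the data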;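 further: cells challenged with 10 nM apelin-13 agonist together with compound; plate controls were apelin-13 plus DMSO wells for no effect and DMSO wells lacking apelin-13 for full effect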
MPTP block: inhibitors of mitochondrial permeability transition pore; AID 602449; inhibition, % at 10 µM; isolated mouse mitochondria, Ca2+ swelling absorbance, 30 min; 360,000 compounds, 1.4% hits;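 active means inhibition of 50% or more, scaled per plate between neutral and stimulator controls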;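 further: 0% = DMSO wells given calcium and 100% = 1 mM EGTA wells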
An asterisk follows results filed as active; . = not tested or not shown.

SMILES	beta cell repl	APJ agonist	NR3A LBD binder	NLRP3 yeast inh	TIM10 inh	tim10-1 inh	tim23-1 inh	APJ antag	MPTP block
COc1ccc(/C=c2\s/c(=C/C(=O)c3ccc(C)cc3)[nH]c2=O)cc1OC	0	1	4	19	4	17	22	11	2.0
Cc1cccc(-c2c3c(=O)n(C)c(=O)n(C)c3cn2-c2ccc(O)cc2)c1	2	-3	-3	10	7	5	14	11	0.6
CC(NCc1nc2ccccc2n1C)C12CC3CC(CC(C3)C1)C2 (stereo not given)	3	-2	-1	30	21	25	-1	18	4.0
COC(=O)c1ccc(C[n+]2ccccc2)cc1	1	0	3	21	-9	-15	0	14	1.3
O=C(OCC(=O)c1c[nH]c2ccccc12)c1ccco1	0	1	3	12	13	35	11	-9	-1.9
Cc1cccc(Oc2coc3cc(OC(=O)c4cncc(Br)c4)ccc3c2=O)c1	0	-3	-3	13	18	8	10	7	-0.1
CCOC(=O)C1CCCN(CCC(=O)Nc2ccccc2C)C1 (stereo not given)	1	-2	-1	3	-13	-2	-2	15	2.4
Cc1ccc(NC(=O)C2CCCN(S(=O)(=O)c3cnc[nH]3)C2)c(Br)c1 (stereo not given)	7	-1	2	4	6	18	4	-2	0.1
COC(=O)CSc1n[nH]c(=S)s1	-1	-4	0	10	-7	17	5	6	1.3
CNC(=O)c1c(C)noc1C	-1	-1	-2	4	-8	4	9	9	-1.9
CCN(CC)C(=O)CN1C(=O)c2cccc3cccc(c23)C1=O	0	-4	-1	-8	10	2	-5	4	-0.1
CCC(C)NC(=O)Cn1c(-c2ccccc2)cc(C(C)=O)c1C (stereo not given)	-3	1	-2	5	-1	10	2	-4	-1.5
C=CCn1c(C(CCC(C)C)CC(C)(C)O)n[nH]c1=S (stereo not given)	-2	0	0	17	-9	21	2	-2	-0.9
CC(=O)NC1C(OCc2ccccc2)OC(COC(C)=O)C(OC(C)=O)C1OC(C)=O (stereo not given)	-1	-4	0	7	-5	-5	9	0	3.4
Cc1ccc(C)c(-n2c(CNC(=O)c3ccco3)nnc2SCC(=O)Nc2nnc(C)s2)c1	1	-4	-1	-5	3	0	-12	-1	-0.6
Cc1ccccc1Sc1ncnc2onc(C)c12	-2	-2	-4	-17	10	25	30	3	1.8
CCOC(=O)Nc1ccc2c(COC(=O)CN(C)S(=O)(=O)c3ccc(C)cc3)cc(=O)oc2c1	-1	-1	2	17	-6	10	0	5	1.0
CCCCN(C(=O)c1ccccc1F)c1c(N)n(CCC)c(=O)[nH]c1=O	1	-2	0	4	17	-9	4	-1	-2.3
Cc1ccc(NC(=O)N2CCC(NC(=O)c3ccco3)CC2)cc1	0	0	1	27	-7	20	12	-7	0.4
Cc1cc(C)cc(NC(=O)C2CCCN2S(=O)(=O)c2cccc3cccnc23)c1 (stereo not given)	-3	2	0	-10	22	34	48	-5	-0.5

Pulled one by one from the list above:
SMILES	beta cell repl	APJ agonist	NR3A LBD binder	NLRP3 yeast inh	TIM10 inh	tim10-1 inh	tim23-1 inh	APJ antag	MPTP block
COC(=O)CSc1n[nH]c(=S)s1	-1	-4	0	10	-7	17	5	6	1.3
Cc1ccc(NC(=O)N2CCC(NC(=O)c3ccco3)CC2)cc1	0	0	1	27	-7	20	12	-7	0.4

The listing continues:
SMILES	beta cell repl	APJ agonist	NR3A LBD binder	NLRP3 yeast inh	TIM10 inh	tim10-1 inh	tim23-1 inh	APJ antag	MPTP block
NC(=S)NNC(=O)c1ccccc1Cl	-1	0	1	13	9	3	13	6	1.0
CC1(C)Cc2c(C#N)c(SCc3nc4ccccc4[nH]3)nc(N3CCOCC3)c2CO1	0	-7	-4	-4	29	26	17	9	-2.9
Cc1nnc2n(Cc3ccccc3)c(=O)c3c4c(sc3n12)COC(C(C)C)C4 (stereo not given)	-3	-3	-1	7	-1	26	55*	22	-2.0
CCc1nc2n(n1)C(O)c1cc([N+](=O)[O-])ccc1S2 (stereo not given)	-2	-2	-4	25	-13	-14	0	-5	0.8
Cc1nc2ccc(NC(=O)c3ccc(Br)o3)cc2s1	-5	-2	-24	34	-7	-27	-14	15	1.7
COc1cccc(N2C(=O)CC(N3CCC(C(N)=O)(N4CCCCC4)CC3)C2=O)c1 (stereo not given)	-4	-3	0	1	4	20	6	4	0.3
Cc1nn(C)c(C)c1/C=N/N=C1\CCC2C3CCc4cc(O)ccc4C3CCC12C (stereo not given)	-5	5	1	26	-2	7	20	-27	1.2
c1cn(CCCNC2CCCCCCC2)cn1	0	-3	-1	-9	24	-25	-91	9	1.5
CCN(CC(=O)N1CCN(c2ccccc2)CC1)S(=O)(=O)c1ccc(C)cc1	0	-4	1	10	-1	5	7	0	1.4
Cc1cc(S(=O)(=O)N2CCN=C2c2ccccc2)c(C)cc1Cl	-1	-3	1	-11	5	7	40	18	2.9
CCOc1ccc(NC(=O)CSc2nncn2C)cc1	-5	-3	0	29	-11	0	5	-22	0.3
O=C1OC(Nc2nc(-c3ccc(F)cc3)cs2)c2ccccc21 (stereo not given)	0	0	-1	-3	-4	16	7	14	0.4
C[C@H](NC(=O)c1nc[nH]c1C(=O)N[C@@H](Cc1ccccc1)C(=O)OCc1ccccc1)c1ccccc1	-9	-3	-17	1	6	13	19	12	-2.3
O=C(N1CCN(c2cccc(Cl)c2)CC1)C1(c2cccs2)CCOCC1	0	-2	3	23	24	31	29	-5	1.9
O=C(NCc1ccccc1Cl)c1ccc2nnsc2c1	0	-2	-2	23	-4	-7	-2	-2	2.2
CC1CCCCC1NCC(=O)Nc1ccccc1-c1ccccc1 (stereo not given)	-3	-3	0	24	8	22	7	3	1.2
NNC(=O)CCc1nc2ccc(O)cc2[nH]1	-2	-2	2	1	-11	-1	13	17	-3.5
COc1ccc2oc(=O)c(C(C)=O)cc2c1	-3	-1	1	-8	15	-2	13	-7	-1.9
CS(=O)(=O)Cc1cccc(C(=O)NN(c2ccccc2)c2ccccc2)c1	0	-2	-1	9	12	-10	5	15	-2.4
O=C(COc1ncnc2ccc(Br)cc12)NCc1ccco1	-3	-3	1	-7	-6	-2	-9	7	1.1

In a second layout: entries from further up.
SMILES,beta cell repl,APJ agonist,NR3A LBD binder,NLRP3 yeast inh,TIM10 inh,tim10-1 inh,tim23-1 inh,APJ antag,MPTP block
CS(=O)(=O)Cc1cccc(C(=O)NN(c2ccccc2)c2ccccc2)c1,0,-2,-1,9,12,-10,5,15,-2.4
O=C(COc1ncnc2ccc(Br)cc12)NCc1ccco1,-3,-3,1,-7,-6,-2,-9,7,1.1

(next part)
SMILES	beta cell repl	APJ agonist	NR3A LBD binder	NLRP3 yeast inh	TIM10 inh	tim10-1 inh	tim23-1 inh	APJ antag	MPTP block
Cc1c(O)ccc(-c2[nH]ncc2-c2nc3ccccc3s2)c1O	-3	-1	-6	4	-3	-11	9	9	1.9
O=C1NCCOC(=O)[C@@H](Cc2ccc(F)cc2)C/C=C\C[C@@H]1CC(=O)N(CCO)Cc1ccccc1	1	-3	-1	4	-2	9	13	-6	0.3
CNC(=O)NC(=O)C(C)N1CCN(C/C=C/c2ccccc2)CC1 (stereo not given)	0	-2	3	19	-18	-10	-7	-10	1.1
CC(=O)CCc1ccccc1	-2	-5	-2	14	-5	-7	-8	20	-1.8
Cc1sc2ncnc(N3CCC(C(=O)N(C)CC(=O)Nc4ccc(Cl)c(C(F)(F)F)c4)CC3)c2c1C	-6	8	.	25	22	39	32	-18	-1.0
CCCCn1c(CN2CCN(C(=O)OCC)CC2)nc2c1c(=O)[nH]c(=O)n2C	3	-2	-14	17	-21	11	5	9	-2.9
Cc1ccccc1C(=O)Nc1ccc(S(=O)(=O)N2CCOCC2)cc1	5	-2	1	3	17	2	0	4	-1.7
CCOc1ccc(-n2c(N)c(C(=O)NCC3CCCO3)sc2=S)cc1 (stereo not given)	-3	-7	-6	4	10	9	9	-1	-0.8
COC(=O)C1CN(S(=O)(=O)c2ccc(C)cc2)CCN1S(=O)(=O)c1ccc(C)cc1 (stereo not given)	4	-3	-2	3	7	12	1	12	-0.5
CC(C)(CNc1ccc([N+](=O)[O-])cc1Cl)N1CCOCC1	-2	0	0	8	6	-1	10	11	-0.9
O=C(c1cnn(C(=O)c2cccc(S(=O)(=O)N3CCOCC3)c2)c1)c1ccccc1O	-1	2	0	-2	-3	8	25	-7	-0.3
CC(NC(=O)Cc1ccccc1)C(=O)O (stereo not given)	-1	1	-1	36	-5	1	-8	9	-0.8
CCN1CCN(CCC2Oc3cc([N+](=O)[O-])ccc3NC2=O)CC1 (stereo not given)	-1	-3	-1	2	-4	25	10	-18	0.2
COC1CCCCC1NS(=O)(=O)c1ccccc1 (stereo not given)	0	-3	18*	6	14	5	14	12	1.0
c1ccc(Cc2nnc3sc(-c4ccc5c(c4)OCCO5)nn23)cc1	1	-2	-4	6	-5	18	25	16	-3.2
CCOC(=O)c1sc(=NC(=O)/C=C/c2ccccc2)n(C)c1C	-3	-1	0	-2	-10	7	-1	8	1.7
Cc1cc(C)c(S(=O)(=O)N2CCN(c3ccccn3)CC2)c(C)c1	1	-3	3	44	4	28	44	9	2.1
Cc1c(C(=O)NCC2CCCO2)cccc1[N+](=O)[O-] (stereo not given)	0	-2	-3	2	9	4	2	-3	-1.1
CC(=O)c1c(OCC(=O)N(C)C2CCCCC2)ccc2c(C)cc(=O)oc12	-2	1	-1	13	6	8	16	11	-0.2
Cn1c(=O)oc2cc(S(=O)(=O)NC3CCCCCCC3)ccc21	-1	0	2	20	17	21	21	-3	0.1
COc1ccccc1C(N)=S	0	-2	0	3	4	5	-3	11	5.3
O=S(=O)(c1ccc(Br)cc1)N1CCN=C1SCc1cccnc1	0	-1	0	18	5	17	12	-1	3.3
Cc1cccc(C)c1N(CC(=O)NCc1ccc(F)cc1)C(=O)c1csnn1	3	-4	0	10	12	13	-3	13	-0.2
Cc1cccc(NC(=O)C23CCC(C)(/C(=N/O)C2)C3(C)C)c1 (stereo not given)	-4	-3	-2	2	2	12	23	-6	2.6
O=C(NCC(=O)N(CC1CCCO1)C1(C(=O)NC2CCCCC2)CCCCC1)c1ccccc1 (stereo not given)	-1	-2	-2	5	16	15	24	6	1.1
COc1cc(NC(=O)c2ccc(N3CCCC3=O)cc2)cc(OC)c1	-4	-2	0	20	6	-16	4	8	0.1
CCOC(=O)C(NC(=O)NCc1cccc(C(F)(F)F)c1)(OCC)C(F)(F)F (stereo not given)	3	-3	-10	6	7	34	23	9	-0.5
Cc1ccc(C(=O)Nc2c(C)n(C)n(-c3ccccc3)c2=O)cc1	-3	-2	1	16	2	6	4	15	0.2
O=C(NCc1cccnc1)C1CCCCN1S(=O)(=O)c1ccc(F)cc1 (stereo not given)	-2	-1	0	-18	-13	7	2	10	1.3
CCN(CC)C(=O)C1=C(C)Nc2nnnn2C1c1cccnc1 (stereo not given)	-1	-6	1	11	-4	24	11	14	-2.9
COc1ccc(N2CCN(C(c3ccc4ncccc4c3)c3nnnn3C(C)C)CC2)cc1 (stereo not given)	-1	-5	-2	-1	-3	-3	5	4	-0.3
O=C(NCCC1=CCCCC1)c1ccc(=O)oc1	1	-3	1	4	15	28	24	7	-0.1
O=C(/C=C/c1ccco1)NC(=S)Nc1cc(C(F)(F)F)ccc1N1CCOCC1	-5	-3	3	25	32	39	22	11	0.4
COc1ccc(NC(=O)CSCC(=O)Nc2ccccc2N2CCCCC2)cc1	-4	-2	-2	10	-5	30	37	0	-1.3
O=C(NC1CC2CCCC(C1)N2Cc1ccccc1)c1cccc(Cl)c1 (stereo not given)	-3	-2	4	4	-14	-6	9	7	3.0
